Avidin bead fluor – avidin bead compound fluorescence profile; Avidin beads, compound fluorescence 488/530 nm, flow cytometry; hits give high values; fluorescence (KMESF) at 10 µM; 220,000 compounds, 0.38% hits; AID 1775; in the data active = fluorescence above about 47; also: inactives centre near 10
RGS4-Gao reg – modulates binding of RGS4 to human Galphao; Multiplexed bead flow cytometry; actives lie on both sides; binding response (% of control), % at 10 µM; 220,000 compounds, 0.33% hits; in the data active = binding response below about 49% or above about 150%; inactive = in between;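 also: fluorescent Galphao activated with aluminum fluoride binding bead-coupled RGS4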
Target sequence (P09471 whole entry, looked up): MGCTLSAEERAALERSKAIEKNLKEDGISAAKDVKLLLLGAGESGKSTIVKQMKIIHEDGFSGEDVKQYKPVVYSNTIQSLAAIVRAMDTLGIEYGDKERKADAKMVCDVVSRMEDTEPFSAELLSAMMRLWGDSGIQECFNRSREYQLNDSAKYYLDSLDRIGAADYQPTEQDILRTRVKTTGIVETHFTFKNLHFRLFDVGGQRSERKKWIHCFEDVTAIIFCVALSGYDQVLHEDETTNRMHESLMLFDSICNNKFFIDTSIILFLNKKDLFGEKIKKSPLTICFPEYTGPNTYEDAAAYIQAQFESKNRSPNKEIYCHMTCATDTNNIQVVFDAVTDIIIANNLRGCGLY
RGS7-Gao – human RGS7-Galphao interaction regulation; Multiplexed bead flow cytometry, RGS7-Galphao binding; actives lie on both sides; binding response (% of control), % at 10 µM; 220,000 compounds, 0.35% hits; AID 1439; in the data active = binding response below about 49% or above about 150%; inconclusive = no clear call, values can overlap the other calls; inactive = in between;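 also: fluorescent Galphao held in activated GDP-AlF4 state binding bead-coupled RGS7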
Starred values were filed as active, the others as inactive; u = inconclusive. These rows are one share of the data, so the mix of outcomes need not match the whole.

The first two entries as a preview:
molecule	Avidin bead fluor	RGS4-Gao reg	RGS7-Gao
CCN(CC)S(=O)(=O)c1cccc(N2CC(O)=C(c3ccccc3)C2=N)c1	3	85.8	u
CCN1CCN(Cc2ccc(NC(=O)c3ccc(C)c(NC(=O)c4c[nH]c5cc(C(F)(F)F)ccc5c4=O)c3)cc2C(F)(F)F)CC1	10	104.0	u

The whole of this part (from the top)
molecule	Avidin bead fluor	RGS4-Gao reg	RGS7-Gao
CCN(CC)S(=O)(=O)c1cccc(N2CC(O)=C(c3ccccc3)C2=N)c1	3	85.8	u
CCN1CCN(Cc2ccc(NC(=O)c3ccc(C)c(NC(=O)c4c[nH]c5cc(C(F)(F)F)ccc5c4=O)c3)cc2C(F)(F)F)CC1	10	104.0	u
CC(Nc1ccc(Cl)cc1)C(=O)NN (configuration not stated)	8	101.6	u
Cc1cc(C)c2c(N)c(C(=O)c3ccc(Br)cc3)oc2n1	4	102.7	u
CNS(=O)(=O)c1cc(Cl)ccc1Sc1ccccc1C(=O)O	20	110.3	u
N#Cc1cnn(-c2ccccc2)c1NC(=O)CN1CCN(c2ccccc2)CC1	7	105.3	u
Cc1cccc(NC(=S)N(C)C)c1C	4	100.7	u
CC(C)N(Cc1ccccc1)C(=S)Nc1ccccc1F	4	101.4	u
O=C(Nc1ccc(F)cc1F)Nc1sccc1-c1nc2ccccc2s1	6	100.3	u
NC(=S)Nc1cccc(Cl)c1	9	98.0	u
O=C1CC(c2ccccc2F)c2c(c3ccccc3[nH]c2=O)O1 (configuration not stated)	7	100.3	u
N/C(=N\OC(=O)c1cccs1)C1(c2ccc(Cl)cc2Cl)CC1	4	98.1	u
CCOc1ccc(Nc2cc(Nc3ccccc3OCC)nc(C=C(C#N)C#N)n2)cc1	7	99.7	u
COc1cc2ncnc(NCCCN3CCOCC3)c2cc1OC	9	100.2	u
O=C(/C=C/c1cccs1)Nc1ccc(S(=O)(=O)Nc2ncccn2)cc1	8	104.5	u
CC(=O)c1ccc(-n2c(=O)[nH]c(=O)c3c(N)c(C(=O)c4ccc(Cl)cc4)sc32)cc1	7	103.8	u
CCCCc1cc2c(cn1)=C(OC(=O)c1cnc3ccccc3n1)C(C)(OC(=O)CC)C(=O)C=2 (configuration not stated)	8	101.8	u
O=C(c1ccc2c3n(nc2c1)-c1ccc(Cl)cc1CO3)N1CCCCC1	10	102.7	u
Nc1cc(C(=O)O)c(N)c2c1C(=O)c1ccccc1C2=O	9	99.5	u
CC(NC(=O)C(Cc1ccccc1)n1cccc1)c1ccccc1 (configuration not stated)	6	97.1	u
CCCN(CCC)c1ccc(/C=C/c2ccc3cc(OCC)ccc3n2)cc1	4	104.6	u
Cc1c(NC(=S)N/N=C/C=C/c2ccccc2)c(=O)n(-c2ccccc2)n1C	3	107.3	u
COc1ccccc1C(c1c(N)n(C)c(=O)n(C)c1=O)C(C)[N+](=O)[O-] (configuration not stated)	8	100.8	u
O=C1NCCC/C1=N\Nc1ccc(Br)cc1	7	99.4	u
Cc1ccc(Oc2ncccc2C(=O)NCC(=O)O)cc1	4	99.6	u
COc1ccc2c(c1)CCCN2C(N)=Nc1ccc(Cl)cc1	11	96.4	u
COc1cc(OC)c(/C=N/NC(=O)c2ccc(Cn3nc([N+](=O)[O-])cc3C)cc2)c(OC)c1	4	106.0	u
CCCCN(C(=O)CSc1nnc(-c2ccco2)o1)c1c(N)n(Cc2ccccc2)c(=O)[nH]c1=O	5	95.8	u
O=C1NCCCC1C(=O)N/N=C/c1cccc([N+](=O)[O-])c1 (configuration not stated)	6	91.6	u
C(=N\Nc1nc2ccccc2[nH]1)/c1ccc2c(c1)OCCO2	9	107.0	u
O=S1(=O)CC/C(=N/Nc2ccccn2)c2cc(F)ccc21	6	102.3	u
Cc1ccc(-c2cc3c(nn2)-c2ccccc2C3=O)cc1	6	96.9	u
Cc1cc(NS(=O)(=O)c2ccc(NC(=O)CSc3nc4ncc(Br)cc4[nH]3)cc2)nc(C)n1	5	101.6	u
O=C(c1coc(=O)c(Br)c1)N1CCC(C(O)(c2ccccc2)c2ccccc2)CC1	8	96.8	u
CCN1C(=O)/C(=C/C=C2\N(CC)c3cc(S(=O)(=O)N(C)C)ccc3N2c2ccccc2)SC1=S	9	108.2	u
CC(C)C[C@H](NC(=O)c1nc[nH]c1C(=O)NCC(=O)OC(C)(C)C)C(=O)OC(C)(C)C	8	98.7	u
COc1ccc(/C=N/NC(=O)c2ccncc2)c(C(=O)O)c1OC	5	98.2	u
O=C(CN1CCN(c2ccc(C(F)(F)F)cn2)CC1)NCc1ccc2c(c1)OCO2	3	91.9	u
COc1ccc(C(=O)COc2ccccc2C#N)cc1	7	103.4	u
NC(=O)CNC(=O)c1ccc(Cl)cc1	6	95.6	u

Three entries already listed, ordered by heavy-atom count, largest number first:
molecule	Avidin bead fluor	RGS4-Gao reg	RGS7-Gao
CCN1C(=O)/C(=C/C=C2\N(CC)c3cc(S(=O)(=O)N(C)C)ccc3N2c2ccccc2)SC1=S	9	108.2	u
O=C(CN1CCN(c2ccc(C(F)(F)F)cn2)CC1)NCc1ccc2c(c1)OCO2	3	91.9	u
COc1ccc(C(=O)COc2ccccc2C#N)cc1	7	103.4	u

Additional entries:
molecule	Avidin bead fluor	RGS4-Gao reg	RGS7-Gao
O=C1NCCN1CCN1C(=O)c2ccccc2NC1c1ccccc1 (configuration not stated)	14	106.6	u
COCCCNC(=S)NNC(=S)Nc1ccc(OC)cc1	6	100.3	u
c1ccc(-c2nnc(-c3ccccn3)c(-c3ccccn3)n2)nc1	8	97.9	u
CCCCNC(=O)Oc1c(Br)cc2sc(=O)oc2c1Br	7	100.3	u
CCCOc1ccc(N2C(=O)CC(N(Cc3ccco3)C(=O)CC)C2=O)cc1 (configuration not stated)	6	100.1	u
O=C(CSc1ncnc2nc[nH]c12)Nc1ccc(Br)cc1Cl	7	99.0	u
CCN(CC)CCC(c1ccc2c(c1)OCO2)c1c(OC)cc(OC)c2c(-c3ccccc3)cc(=O)oc12 (configuration not stated)	7	102.7	u
COc1cc(/C=C(\C#N)C(=O)N2CCc3ccccc32)ccc1O	10	100.4	u
O=c1[nH]n(CCO)c(=O)c2cccnc12	7	103.0	u
CCCCC1=CC2=C(c3ccco3)C(=O)C(C)(OC(=O)c3ccc(OC)cc3)C(=O)C2=CN1Cc1ccc(OC)cc1 (configuration not stated)	11	98.3	u
CCSc1nnc(NC(=O)CCn2c(=O)oc3ccccc32)s1	8	103.5	u
CCN(CC)CC(C)(C)COC(=O)c1oc2ccccc2c1C	3	101.4	u
CSc1ncc(-c2ccc(Cl)cc2)[nH]1	8	97.3	u
CN=C(C)/C(C(=O)OC)=C(/O)c1ccc(Cl)cc1Cl	7	96.8	u
C[N+]1(CC2COC3(CCCCC3)O2)CCCCC1 (configuration not stated)	6	101.2	u
COc1ccc(CC2(C)OC(c3ccc([N+](=O)[O-])cc3)=NN2C(C)=O)cc1 (configuration not stated)	4	104.5	u
CCCC(O)(CCC)C(=O)NNc1ccc(C)cc1	5	97.9	u
CC(C)c1ccccc1NC(=O)Nc1ccc(F)cc1F	7	99.5	u
CCC(C)[C@H](NC(=O)NCCC1=CCCCC1)C(=O)O (some centres not stated)	4	104.1	u
COC(=O)c1[nH]c2ccccc2c1NC(=O)c1ccccc1F	4	96.0	u

More results.
SMILES	Avidin bead fluor	RGS4-Gao reg	RGS7-Gao
CCCCCCN(C(=O)CCCCCN1C(=O)NC(c2ccc([N+](=O)[O-])cc2)C(C(=O)OCc2ccccc2)=C1C)C(C(=O)NCCCC)c1ccc(OCC(=O)OC)c(C(=O)OC)c1 (configuration not stated)	8	94.8	u
Cc1cc(-c2nnc(CCC(=O)N(C)C(C)c3cccs3)o2)no1 (configuration not stated)	6	99.4	u
CCCCC(C(=O)O)C(C)CC(=O)Nc1nncs1 (configuration not stated)	4	89.2	u
O=C(N/N=C/C(Cl)=C/c1ccc([N+](=O)[O-])cc1)C(=O)Nc1ccc(C(=O)O)cc1	4	99.8	u
COc1ccc(CNC(=O)CCC(=O)Nc2nnc(C(C)C)s2)cc1	5	99.3	u
O=C(NCC1CCCO1)c1ccccc1-c1nc(-c2ccccc2Cl)no1 (configuration not stated)	8	106.5	u
O=C1CN(C(=O)CNCc2ccccc2Cl)c2ccccc2N1	8	101.9	u
C=CCN1C(=O)C(CC(=O)Nc2ccccc2)S/C1=N/c1nccs1 (configuration not stated)	3	101.1	u
Cc1ccc(S(=O)(=O)Oc2cc(N)c3c(n2)CCC3)cc1	7	100.5	u
NC(=S)N/N=C/c1ccc(/C=N/NC(N)=S)cc1	4	100.3	u
COC(=O)c1ccc(S(=O)(=O)NCc2ccccc2)n1C	7	108.3	u
O=C(N/N=C\c1ccc(O)c([N+](=O)[O-])c1)C1COc2ccccc2O1 (configuration not stated)	3	100.5	u
COc1cccc(-n2c([S-])c(C(=O)Nc3ccc(S(=O)(=O)N4CCOCC4)cc3)[n+]3cc(C(N)=O)ccc23)c1	5	106.5	u
Cc1[nH]c2ccccc2c1CN1CCN(c2ccccn2)CC1	12	99.1	u
Cc1ccc(NC(=O)C2CCCN2C(=O)OC(C)(C)C)cc1C (configuration not stated)	8	96.5	u
O/N=C/c1ccc(-c2ccccc2OC(F)(F)F)o1	4	85.5	u
COC(=O)c1cc(-n2cccc2)ccc1N1CCOCC1	6	100.1	u
CC(C)(C)CC(=O)NCCc1csc(-c2ccccc2)n1	7	104.6	u
Cc1ccc(NC(=S)NNC(=S)Nc2cccc(C(F)(F)F)c2)cc1	5	96.8	u
COc1ccccc1NS(=O)(=O)c1cccc(NC(=O)NCCCl)c1	3	102.0	u
Cc1nnc(NNS(=O)(=O)c2ccc(Cl)cc2)[nH]c1=O	6	99.0	u
CC(=O)Oc1ccc(N2C(=O)C3C(C2=O)C(C(=O)c2ccc(Cl)cc2)N2CCCC32)cc1 (configuration not stated)	4	111.2	u
NC(=O)c1ccc[n+](CC(=O)c2ccccc2)c1	9	102.9	u
Nc1nnc(SCc2nc3scc(-c4ccccc4)c3c(=O)[nH]2)s1	8	98.0	u
O=C1C2C3C=CC(C3)C2C(=O)N1Nc1ccccc1 (configuration not stated)	6	99.8	u
COc1ccc2[nH]c(C(=O)Nc3ccc(F)cc3Br)cc2c1	7	100.2	u
CCN(CC)S(=O)(=O)c1cccc(C(=O)NCCCn2ccnc2)c1	5	94.4	u
Cc1cc(-c2ccc(Cl)cc2)n2ncnc2n1	4	93.8	u
CCC(C)(NC=O)C(=O)Nc1c(C)cccc1C (configuration not stated)	6	91.0	u
CNC(=S)NNC(=O)c1ccc(N(C)C)cc1	6	96.7	u
CCN(C(=O)COC(=O)/C=C/c1c(C)nn(-c2ccccc2)c1C)C1CCS(=O)(=O)C1 (configuration not stated)	10	95.9	u
C#CCOC(=O)Nc1ccc(OCC(F)(F)F)nc1	4	94.1	u
CN=C1S/C(=C/c2cn(CC(=O)OC)c3ccccc23)C(=O)N1C	7	100.7	u
CCS(=O)(=O)Nc1cccc(C2=NN(S(=O)(=O)c3ccccc3)C(c3ccco3)C2)c1 (configuration not stated)	20	97.1	u
COCCn1c(SCC(=O)Nc2cc(C)on2)nc2c(c1=O)SC(C)C2 (configuration not stated)	7	104.0	u
Cn1ncc2c(Sc3ccc(Cl)cc3)ncnc21	6	98.7	u
CN1C(C(=O)NCc2cccc(C(F)(F)F)c2)CC2Cn3c(nc4cc(Cl)c(Cl)cc43)C21 (configuration not stated)	8	99.3	u
CCC(=O)Nc1ccc2nc(C3CC3)n(Cc3ccc(C(C)(C)C)cc3)c(=O)c2c1	7	99.5	u
C(=C\c1ccccn1)/c1ccccn1	4	82.8	u
Cc1csc2c(SCC(=O)NNS(=O)(=O)c3cccc(C(F)(F)F)c3)ncnc12	6	100.3	u
CC(=O)Oc1ccc(C(=O)[C@H]2[C@H]3C(=O)N(c4ccc(C)cc4C)C(=O)[C@H]3[C@@H]3C=CC=NN32)cc1	7	97.5	u
Nc1nc(Sc2ccc([N+](=O)[O-])cc2[N+](=O)[O-])n[nH]1	8	89.3	u
O=C(COC(=O)C(O)C(O)C(=O)OCC(=O)c1ccc(C(F)(F)F)cc1)c1ccc(C(F)(F)F)cc1 (configuration not stated)	7	107.6	u
O=C(CN1CCN(Cc2ccc(Cl)cc2)CC1)N/N=C/c1ccccc1F	13	101.1	u
CCCCNc1ccc(C(=O)O)cc1	3	104.4	u
COc1cc(NC(=O)N[C@@H](CCSC)C(=O)O)cc(OC)c1	6	79.6	u
O=C1NC(=S)N(C(=O)c2ccc(F)cc2)/C1=C/c1cccnc1	11	92.5	u
O=C(NCCCl)NNC(=O)c1cc2ccccc2cc1O	4	105.3	u
COC(=O)[C@H](C)NC(=O)NCCC1=CCCCC1	5	94.0	u
[N-]=C=C1C(=O)NC(=O)C([n+]2ccc(-c3ccncc3)cc2)C1c1ccccc1C(F)(F)F (configuration not stated)	6	107.8	u

Next section.
SMILES	Avidin bead fluor	RGS4-Gao reg	RGS7-Gao
CCc1ccc(/C=N/Nc2ncnc3nc[nH]c23)cc1	8	101.4	u
Clc1ccc(-c2nc(NCCCN3CCOCC3)c3ccccc3n2)cc1	8	104.9	u
O=C(CSc1nnnn1-c1ccc(O)cc1)c1cc2ccccc2o1	8	108.4	u
Clc1ccc(-n2nnnc2-c2cnc3ccc(Cl)cc3c2-c2ccccc2)cc1	7	108.2	u
COc1ccc(/C(O)=C2/C(=O)C(=O)N(c3ncccn3)C2c2ccc(F)cc2)cc1 (configuration not stated)	8	91.0	u
